Compound activity deposited in PubChem BioAssay by Broad Institute.
NSD2 inh – NSD2 (human) methyltransferase inhibition | O96028 | NSD2-SET H3K36me1 DELFIA fluorescence, biochemical | AID 624260 | inhibition, % at 12.5 µM | 0.07% of 44,000 active; in the data active means inhibition above about 54%, passing the limit was not always enough; inconclusive means no clear call, values can overlap the other calls;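 further: inhibitors reduce the monomethyl H3K36 fluorescence signal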
Target sequence (O96028 whole entry, looked up): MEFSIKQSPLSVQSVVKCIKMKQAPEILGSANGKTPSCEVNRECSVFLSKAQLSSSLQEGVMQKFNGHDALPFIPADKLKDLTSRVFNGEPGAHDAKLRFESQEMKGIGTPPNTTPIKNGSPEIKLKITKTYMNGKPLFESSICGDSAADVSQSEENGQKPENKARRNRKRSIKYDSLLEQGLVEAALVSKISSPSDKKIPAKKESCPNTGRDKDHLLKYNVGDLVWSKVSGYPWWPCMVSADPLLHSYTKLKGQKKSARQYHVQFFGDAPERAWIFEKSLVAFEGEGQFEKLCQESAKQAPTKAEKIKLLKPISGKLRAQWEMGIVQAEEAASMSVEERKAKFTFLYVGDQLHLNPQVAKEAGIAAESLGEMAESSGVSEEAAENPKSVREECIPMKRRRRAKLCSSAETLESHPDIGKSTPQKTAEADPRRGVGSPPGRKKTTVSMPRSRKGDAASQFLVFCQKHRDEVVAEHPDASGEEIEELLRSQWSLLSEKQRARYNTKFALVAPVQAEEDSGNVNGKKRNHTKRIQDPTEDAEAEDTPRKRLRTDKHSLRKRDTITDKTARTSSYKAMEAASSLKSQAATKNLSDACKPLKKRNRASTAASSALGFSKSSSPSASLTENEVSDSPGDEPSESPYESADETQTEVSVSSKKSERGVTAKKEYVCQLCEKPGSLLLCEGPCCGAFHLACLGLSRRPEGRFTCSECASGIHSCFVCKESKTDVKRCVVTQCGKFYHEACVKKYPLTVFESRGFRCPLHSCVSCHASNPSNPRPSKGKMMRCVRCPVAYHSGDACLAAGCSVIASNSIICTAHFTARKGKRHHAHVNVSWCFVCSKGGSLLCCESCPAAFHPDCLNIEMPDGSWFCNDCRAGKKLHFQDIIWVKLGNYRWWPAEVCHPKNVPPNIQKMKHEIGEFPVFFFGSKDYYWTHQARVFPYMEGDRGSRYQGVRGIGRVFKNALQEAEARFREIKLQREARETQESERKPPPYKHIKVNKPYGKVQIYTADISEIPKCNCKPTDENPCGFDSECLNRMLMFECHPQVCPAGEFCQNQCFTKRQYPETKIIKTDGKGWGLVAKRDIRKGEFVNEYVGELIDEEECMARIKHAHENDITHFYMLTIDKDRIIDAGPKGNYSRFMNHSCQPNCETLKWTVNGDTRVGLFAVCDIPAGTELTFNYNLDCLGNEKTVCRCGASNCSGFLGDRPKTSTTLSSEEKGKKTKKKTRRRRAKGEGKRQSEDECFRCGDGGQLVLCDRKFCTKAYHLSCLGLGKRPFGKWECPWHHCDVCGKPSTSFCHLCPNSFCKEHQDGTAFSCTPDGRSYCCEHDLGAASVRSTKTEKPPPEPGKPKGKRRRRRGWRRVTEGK
* = called active by the depositor; ? = inconclusive. Not all compounds are listed; rates above refer to the full screens.

SMILES	NSD2 inh
C[C@@H]1CN([C@H](C)CO)C(=O)c2cccc(NC(=O)Nc3ccccc3)c2O[C@H]1CN(C)C(=O)Nc1ccc(F)cc1	-2
C[C@@H]1CN([C@H](C)CO)C(=O)c2cc(C#CC(C)(C)O)cnc2O[C@@H]1CN(C)C(=O)C1CC1	0
C[C@@H]1CCCCO[C@H](CN(C)C(=O)Cc2ccccc2)[C@@H](C)CN([C@H](C)CO)C(=O)c2cc(NS(=O)(=O)c3ccc(F)cc3)ccc2O1	1
C[C@H]1CN([C@@H](C)CO)S(=O)(=O)c2ccc(C3=CCCC3)cc2O[C@H]1CN(C)Cc1ccccc1	17
CC1OC(Oc2cc(O)c3c(=O)cc(-c4ccc(O)cc4)oc3c2C2OC(CO)C(O)C(O)C2O)C(O)C(O)C1O (centres undefined)	-1
CC(C)NC(=O)Nc1ccc2c(c1)CC(=O)N([C@@H](C)CO)C[C@H](C)[C@H](CN(C)C(=O)Nc1ccc3c(c1)OCO3)O2	2
C[C@H](CO)N1C[C@H](C)[C@H](CN(C)Cc2ccc3c(c2)OCO3)Oc2cc(C#CCN(C)C)ccc2S1(=O)=O	9
CC(C)CC#Cc1cnc2c(c1)C(=O)N([C@H](C)CO)C[C@H](C)[C@@H](CN(C)Cc1ccc(C(=O)O)cc1)O2	-2
COc1ccc(NC(=O)Nc2cccc3c2O[C@@H](CN(C)C(=O)NC(C)C)[C@H](C)CN([C@@H](C)CO)C3=O)cc1	3
CC(C)CC#Cc1ccc2c(c1)O[C@@H](CN(C)C(=O)Nc1ccccc1)[C@@H](C)CN([C@@H](C)CO)S2(=O)=O	-4
C[C@@H]1CN([C@H](C)CO)S(=O)(=O)c2ccc(C3=CCCC3)cc2O[C@H]1CN(C)Cc1cccnc1	10
COc1ccc(NC(=O)Nc2cccc3c2O[C@H](CN(C)S(=O)(=O)c2ccc(C)cc2)[C@@H](C)CN([C@@H](C)CO)C3=O)cc1	-17
O=C(O)CC1C(=O)N(c2ccccc2)C(=S)N1c1ccccc1 (centres undefined)	-1
CC(=O)N(C)C[C@H]1Oc2cc(C#Cc3ccccn3)ccc2S(=O)(=O)N([C@H](C)CO)C[C@H]1C	1
C[C@H]1CN([C@@H](C)CO)C(=O)c2cccc(NC(=O)Nc3ccccc3)c2O[C@@H]1CN(C)Cc1ccccc1	9
C[C@H](CO)N1C[C@H](C)[C@H](CN(C)S(=O)(=O)c2cn(C)cn2)Oc2ccc(NC(=O)Nc3ccc4c(c3)OCO4)cc2C1=O	1
Cc1noc(C)c1S(=O)(=O)Nc1ccc2c(c1)C(=O)N([C@@H](C)CO)C[C@@H](C)[C@H](CN(C)Cc1ccc(C(=O)O)cc1)O2	2
CCCCC/C=C\C/C=C\C/C=C\C/C=C\CCCC(=O)O	-6
C[C@H]1CN([C@@H](C)CO)C(=O)c2cc(C3=CCCCC3)cnc2O[C@@H]1CN(C)C(=O)c1ccccc1	1
CC(C)(C)OC(=O)CC[C@]12N=C(c3ccc(OCCCO)cc3)O[C@H]1c1ccccc1CN(C(=O)c1ccccc1)C2=O	-3

Six entries already listed, sorted by formula weight, falling:
SMILES	NSD2 inh
C[C@H](CO)N1C[C@H](C)[C@H](CN(C)S(=O)(=O)c2cn(C)cn2)Oc2ccc(NC(=O)Nc3ccc4c(c3)OCO4)cc2C1=O	1
COc1ccc(NC(=O)Nc2cccc3c2O[C@H](CN(C)S(=O)(=O)c2ccc(C)cc2)[C@@H](C)CN([C@@H](C)CO)C3=O)cc1	-17
CC(C)(C)OC(=O)CC[C@]12N=C(c3ccc(OCCCO)cc3)O[C@H]1c1ccccc1CN(C(=O)c1ccccc1)C2=O	-3
C[C@H]1CN([C@@H](C)CO)C(=O)c2cccc(NC(=O)Nc3ccccc3)c2O[C@@H]1CN(C)Cc1ccccc1	9
CC(=O)N(C)C[C@H]1Oc2cc(C#Cc3ccccn3)ccc2S(=O)(=O)N([C@H](C)CO)C[C@H]1C	1
O=C(O)CC1C(=O)N(c2ccccc2)C(=S)N1c1ccccc1 (centres undefined)	-1

(more compounds)
SMILES	NSD2 inh
COc1ccc(NC(=O)Nc2ccc3c(c2)C(=O)N([C@@H](C)CO)C[C@@H](C)[C@@H](CN(C)S(=O)(=O)c2ccc(C)cc2)OCCCC[C@@H](C)O3)cc1	-2
CC(C)NC(=O)N(C)C[C@H]1OCCCC[C@H](C)Oc2ccc(N(C)C)cc2C(=O)N([C@@H](C)CO)C[C@H]1C	-3
C[C@@H]1CCCCO[C@H](CN(C)CC2CC2)[C@@H](C)CN([C@H](C)CO)C(=O)c2cc(NC(=O)CCC(F)(F)F)ccc2O1	-2
COc1cc2oc(=O)ccc2cc1CC(O)C(C)(C)O (centres undefined)	-4
Cc1noc(C)c1S(=O)(=O)Nc1ccc2c(c1)CC(=O)N([C@@H](C)CO)C[C@H](C)[C@H](CN(C)CC1CCCCC1)O2	-1
CCC(=O)N(C)C[C@H]1Oc2cc(-c3cncnc3)ccc2S(=O)(=O)N([C@@H](C)CO)C[C@@H]1C	6
C[C@@H]1CCCCO[C@@H](CN(C)Cc2ccc(C(=O)Nc3ccccc3N)cc2)[C@@H](C)CN([C@H](C)CO)C(=O)c2cc(NC(=O)Nc3ccc(F)cc3)ccc2O1	3
C[C@@H]1CN([C@H](C)CO)S(=O)(=O)c2ccc(/C=C/c3ccccc3)cc2O[C@H]1CN(C)C(=O)Nc1ccc(F)cc1	0
C[C@H]1CN([C@@H](C)CO)C(=O)c2cc(C#Cc3ccccc3)cnc2O[C@@H]1CN(C)C(=O)CN(C)C	4
C[C@@H]1CN([C@H](C)CO)C(=O)Cc2cc(NC(=O)CCCN(C)C)ccc2O[C@@H]1CN(C)CC1CCCCC1	7
C[C@H](CO)N1C[C@H](C)[C@@H](CN(C)Cc2ccc(Oc3ccccc3)cc2)Oc2ccc(NS(=O)(=O)c3ccc(F)cc3)cc2C1=O	-4
COc1ccc(S(=O)(=O)Nc2cccc3c2O[C@@H](CN(C)Cc2ccc(-c4ccccc4)cc2)[C@@H](C)CN([C@H](C)CO)C3=O)cc1	-4
COc1ccc(S(=O)(=O)N[C@H]2C=C[C@@H](CC(=O)NCCc3ccccc3)O[C@H]2CO)cc1	1
C[C@@H]1CN([C@H](C)CO)C(=O)c2cc(N(C)C)ccc2O[C@@H]1CN(C)C(=O)Nc1ccc(F)cc1	-1
CCCCC/C=C\C/C=C\C(O)CCCCCCC(=O)O (centres undefined)	-7
C[C@H](CO)N1C[C@H](C)[C@H](CN(C)C(=O)Nc2ccccc2)Oc2c(NS(C)(=O)=O)cccc2C1=O	-4
C[C@H](O)C#Cc1ccc2c(c1)O[C@@H](CN(C)C(=O)c1ccccc1)[C@@H](C)CN([C@@H](C)CO)S2(=O)=O	2
N#CC(C#N)=C(N)/C(C#N)=C/c1ccc2[nH]ccc2c1	-5
CC(CCC1(C)C(C)CCC2(CO)C(CO)=CCCC21)CC(=O)O (centres undefined)	-1
C[C@H]1CN([C@@H](C)CO)C(=O)Cc2cc(NC(=O)CCC(F)(F)F)ccc2O[C@H]1CN(C)Cc1ccccc1	-1

Three compounds out of the list above, arranged by the number in NSD2 inh, smallest number first.
SMILES	NSD2 inh
C[C@H](CO)N1C[C@H](C)[C@@H](CN(C)Cc2ccc(Oc3ccccc3)cc2)Oc2ccc(NS(=O)(=O)c3ccc(F)cc3)cc2C1=O	-4
COc1ccc(NC(=O)Nc2cccc3c2O[C@@H](CN(C)C(=O)NC(C)C)[C@H](C)CN([C@@H](C)CO)C3=O)cc1	3
C[C@@H]1CN([C@H](C)CO)C(=O)Cc2cc(NC(=O)CCCN(C)C)ccc2O[C@@H]1CN(C)CC1CCCCC1	7

More structures:
SMILES	NSD2 inh
CC(=O)N(C)C[C@@H]1Oc2cc(-c3ccc(F)cc3)ccc2S(=O)(=O)N([C@@H](C)CO)C[C@@H]1C	3
CC(C)NC(=O)Nc1ccc2c(c1)C(=O)N([C@@H](C)CO)C[C@H](C)[C@@H](CN(C)C(=O)CCCN(C)C)OCCCC[C@@H](C)O2	13
CCCN(C)C[C@@H]1Oc2cc(C#Cc3ccc(F)cc3)ccc2S(=O)(=O)N([C@H](C)CO)C[C@@H]1C	-6
C[C@@H]1CN([C@H](C)CO)C(=O)c2cccc(NC(=O)CCCCCC(=O)Nc3ccccc3N)c2O[C@@H]1CN(C)S(=O)(=O)c1cn(C)cn1	-2
COc1cc2c(cc1OC)-c1cc3ccc(OC)c(OC)c3c[n+]1CC2	3
C[C@@H]1CN([C@H](C)CO)C(=O)c2cc(NC(=O)CCC(F)(F)F)ccc2O[C@@H](C)CCCCO[C@@H]1CN(C)Cc1ccc2c(c1)OCO2	1
C[C@@H]1CN([C@@H](C)CO)S(=O)(=O)c2ccc(-c3cccc(F)c3)cc2O[C@H]1CN(C)C	5
Cc1noc(C)c1S(=O)(=O)Nc1cccc2c1O[C@@H](CN(C)Cc1ccc(Cl)c(Cl)c1)[C@@H](C)CN([C@@H](C)CO)C2=O	-4
CCC(C)C(=O)O[C@H]1C[C@H](O)C=C2C=C[C@H](C)[C@H](CC[C@@H](O)C[C@@H](O)CC(=O)O)C21 (some centres undefined)	-1
Cc1noc(C)c1S(=O)(=O)Nc1cccc2c1O[C@@H](CN(C)C(=O)Nc1ccccc1)[C@@H](C)CN([C@@H](C)CO)C2=O	0
CNC[C@H]1OCCCC[C@H](C)Oc2ccc(NC(=O)c3ccncc3)cc2C(=O)N([C@@H](C)CO)C[C@@H]1C	-3
COc1ccc([C@H]2C=C(C(=O)N3CCN(Cc4ccc5c(c4)OCO5)CC3)O[C@@H](OCc3ccc(CO)cc3)C2)cc1	2
C[C@@H]1CN([C@H](C)CO)C(=O)Cc2cc(NS(=O)(=O)c3ccc(F)cc3)ccc2O[C@@H]1CN(C)Cc1ccc2c(c1)OCO2	-5
Cc1noc(C)c1S(=O)(=O)N(C)C[C@@H]1Oc2ccc(N(C)C)cc2CC(=O)N([C@H](C)CO)C[C@H]1C	-3
CNC[C@@H]1Oc2cc(C#CCC3CCCC3)ccc2S(=O)(=O)N([C@@H](C)CO)C[C@H]1C	7
C[C@H]1CCCCO[C@H](CN(C)S(=O)(=O)c2ccccc2)[C@@H](C)CN([C@@H](C)CO)C(=O)c2cc(NS(C)(=O)=O)ccc2O1	13
C[C@@H]1CN([C@@H](C)CO)C(=O)c2cc(C#C[C@@H](C)O)cnc2O[C@H]1CN(C)C(=O)CN1CCOCC1	-1
C[C@H](O)C#Cc1cnc2c(c1)C(=O)N([C@H](C)CO)C[C@@H](C)[C@H](CN(C)C(=O)Nc1ccc(C(F)(F)F)cc1)O2	-4
C[C@H]1CCCCO[C@@H](CN(C)CC2CCCCC2)[C@@H](C)CN([C@@H](C)CO)C(=O)c2cc(NC(=O)c3ccccc3)ccc2O1	5
CC(C)CC#Cc1cnc2c(c1)C(=O)N([C@@H](C)CO)C[C@@H](C)[C@@H](CN(C)CC1CCOCC1)O2	0
Clc1nc(NC2CCN(Cc3ccccc3)CC2)c2cc(Br)ccc2n1	9
C[C@@H]1CN([C@H](C)CO)C(=O)Cc2cc(NS(C)(=O)=O)ccc2O[C@H]1CN(C)C(=O)Nc1cccc2ccccc12	0
COc1ccc([Si](C)(C)[C@@H]2[C@@H](CCO)O[C@]3(C(=O)N(Cc4ccc(NC(C)=O)cc4)c4ccccc43)[C@H]2C)cc1	3
O=C(c1ccc2c(c1)OCO2)N1CCCCC1	-1
COc1c(O)c(C(=O)CCc2ccccc2)c(OC)c(OC)c1OC	19
Cc1noc(C)c1NC(=O)Nc1ccc2c(c1)CC(=O)N([C@H](C)CO)C[C@@H](C)[C@@H](CN(C)Cc1ccc(Oc3ccccc3)cc1)O2	-9
COc1ccc(S(=O)(=O)Nc2ccc3c(c2)C(=O)N([C@H](C)CO)C[C@H](C)[C@@H](CN(C)Cc2ccc(C(=O)O)cc2)O3)cc1	0
C[C@@H]1CN([C@@H](C)CO)C(=O)Cc2cc(NC(=O)Cc3ccccc3)ccc2O[C@@H]1CN(C)C(=O)Nc1ccc(C(F)(F)F)cc1	0
C[C@@H]1CCCCO[C@@H](CN(C)S(C)(=O)=O)[C@@H](C)CN([C@H](C)CO)C(=O)c2cc(NC(=O)NC3CCCCC3)ccc2O1	5
C[C@H]1CN([C@@H](C)CO)C(=O)c2cccc(NC(=O)C3CCOCC3)c2O[C@H]1CN(C)S(=O)(=O)c1ccc(Cl)cc1	-1

Taken from above:
`C[C@H]1CCCCO[C@H](CN(C)S(=O)(=O)c2ccccc2)[C@@H](C)CN([C@@H](C)CO)C(=O)c2cc(NS(C)(=O)=O)ccc2O1` in NSD2 inh reads 13
`C[C@@H]1CCCCO[C@@H](CN(C)S(C)(=O)=O)[C@@H](C)CN([C@H](C)CO)C(=O)c2cc(NC(=O)NC3CCCCC3)ccc2O1` in NSD2 inh reads 5

(continued)
SMILES	NSD2 inh
COc1cc2occ(-c3ccc4c(c3)OCO4)c(=O)c2c(OC)c1OC	-7
CNC[C@@H]1Oc2c(NS(=O)(=O)c3ccc(Cl)cc3)cccc2C(=O)N([C@@H](C)CO)C[C@@H]1C	?
CO[C@@H](CN(C)S(=O)(=O)c1cccc(Cl)c1)[C@H](C)CN([C@@H](C)CO)S(=O)(=O)c1ccc(Cl)cc1	7
C[C@@H]1CN([C@@H](C)CO)S(=O)(=O)c2ccc(C3=CCCC3)cc2O[C@H]1CN(C)C(=O)c1cnccn1	0
COc1ccc(NC(=O)N(C)C[C@H]2Oc3c(NC(=O)C4CC4)cccc3C(=O)N([C@H](C)CO)C[C@@H]2C)cc1	-2
COc1ccc(CN(C)C[C@@H]2Oc3ccc(NC(=O)Nc4cccc5ccccc45)cc3CC(=O)N([C@H](C)CO)C[C@@H]2C)cc1	-1
C[C@H](CO)N1C[C@H](C)[C@@H](CN(C)C(=O)c2ccncc2)Oc2cc(C#CC3(O)CCCC3)ccc2S1(=O)=O	-1
CCCN(C)C[C@@H]1Oc2cc(C#CC3(O)CCCC3)ccc2S(=O)(=O)N([C@@H](C)CO)C[C@@H]1C	-7
O=C(Nc1cccnc1)c1nc2ncccn2n1	4
C[C@@H]1CCCCO[C@@H](CN(C)C(=O)Cc2ccccc2)[C@@H](C)CN([C@@H](C)CO)C(=O)c2cc(NC(=O)Cc3ccccc3)ccc2O1	3
C[C@@H]1CCCCO[C@@H](CN(C)C(=O)Nc2cccc3ccccc23)[C@H](C)CN([C@H](C)CO)C(=O)c2cc(NS(=O)(=O)c3ccc(Cl)cc3)ccc2O1	-1
COc1ccc(CN(C)C[C@@H]2OCCCC[C@@H](C)Oc3ccc(NS(=O)(=O)c4cccs4)cc3C(=O)N([C@H](C)CO)C[C@H]2C)cc1	2
